Screens: PubChem BioAssay, The Scripps Research Institute Molecular Screening Center
CHRM1 antagonist: human M1 muscarinic receptor antagonists, primary screen, CHO-K1 cells, Fluo-8 calcium fluorescence, 1536-well; CHO-K1 hM1, ACh EC80 antagonist; Muscarinic acetylcholine receptor M1 (Homo sapiens), P11229; 1.3% of 360,000 active; inhibition, % at 3 µM;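 active = percent inhibition above its own plate's cutoff, namely the mean of that plate's compound wells plus 3 SD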;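 also: peak over basal fluorescence ratio during 140 s after agonist addition; 0% = ACh EC80 plus DMSO and 100% = DMSO alone without agonist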
CHO-K1 Ca antag: counter-screen for M1 antagonists: effect in parental CHO-K1 cells; ATP-induced calcium, Fluo-8 fluorescence; AID 602250; inhibition, % at 3 µM; 0.6% of 360,000 active;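 active = inhibition above a per-plate cutoff, the plate's mean sample inhibition plus 3 SD, cut at about 24% in these data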;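 also: 0% = DMSO plus EC80 ATP and 100% = DMSO alone without ATP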
M1 PAM: human M1 muscarinic receptor positive allosteric modulators, primary screen, CHO-K1 cells, Fluo-8 calcium fluorescence, 1536-well; Muscarinic acetylcholine receptor M1 (Homo sapiens), P11229; CHO-K1 hM1, ACh EC20; 0% = ACh EC20, 100% = maximal ACh; activation, % at 3 µM; 0.088% of 360,000 active; AID 588819, 2011; in the data active = activation above about 19%, passing the limit was not always enough
CHO parental Ca: ATP-evoked calcium signal inhibitors, parental CHO, primary screen, counter-screen for OX1R antagonist project, cell-based, fluorescence, Fluo-8 calcium dye | parental CHO-K1, ATP-induced calcium, Fluo-8 fluorescence | inhibition, % at 5.6 µM | AID 463079, 2010 | 0.63% of 330,000 active;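 active = inhibition above that plate's mean sample inhibition plus 3 SD, cut at about 26% in these data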;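 also: 0% = ATP-challenged DMSO wells and 100% = DMSO wells without ATP; some compounds past the cut are filed as inactive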
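Test system: untransfected parental CHO cell line; also added: ATP stimulus; dosing: 5.6 µM, single dose; signal: calcium-sensitive Fluo-8 fluorescence; measure: percent inhibition of ATP-evoked calcium rise, normalized to controls; benchmarks: low control ATP plus DMSO, high control DMSO only; replication: one well per compound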
OXTR potentiate: human OXTR potentiators, primary screen, fluorescence, CHO-OTR cells, Fluo-8 calcium | Fluo-8 calcium fluorescence, potentiator mode; 0% = oxytocin EC15, 100% = EC100 | activation, % at 3 µM | 0.061% of 320,000 active | AID 2445, 2010;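 active = activation above that plate's cutoff, the mean activation of tested compounds plus 3 SD, cut at about 6.6% in these data, passing the limit was not always enough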;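 also: 100% uses oxytocin at 75 nM as the full agonist control; some results filed as inactive read as strong as hits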
Target sequence (P30559 whole entry, looked up): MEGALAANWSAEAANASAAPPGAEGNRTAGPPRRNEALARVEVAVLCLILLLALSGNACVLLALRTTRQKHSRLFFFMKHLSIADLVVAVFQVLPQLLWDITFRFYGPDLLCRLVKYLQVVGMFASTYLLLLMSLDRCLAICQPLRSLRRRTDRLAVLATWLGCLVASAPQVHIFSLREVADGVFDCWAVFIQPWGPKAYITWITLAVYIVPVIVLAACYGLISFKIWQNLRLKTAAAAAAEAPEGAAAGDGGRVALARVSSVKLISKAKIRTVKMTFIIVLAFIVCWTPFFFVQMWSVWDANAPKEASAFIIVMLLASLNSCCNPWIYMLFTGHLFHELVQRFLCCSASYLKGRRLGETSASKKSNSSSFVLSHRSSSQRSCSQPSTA
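assay system = CHO-OTR cells, human receptor | schedule = compound 6 min at room temperature before oxytocin, 100 s read | detection = Fluo-8 intracellular calcium fluorescence, ex 470-495, em 515-575 nm | evaluation = normalized max/min fluorescence ratio, % activation | control set = EC15 oxytocin alone as 0%, 75 nM oxytocin (EC100) as 100%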
CHRM4 antagonist: human M4 muscarinic receptor antagonists, primary screen, CHO cells, Fluo-8 calcium fluorescence | Muscarinic acetylcholine receptor M4 (Homo sapiens), P08173 | CHO-hM4 cells, ACh EC80 | inhibition, % at 3 µM | 0.73% of 360,000 active | AID 624125, 2012;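 active = inhibition above its plate's cutoff, the mean inhibition of sample wells plus 3 SD, cut at about 27% in these data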;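 also: 0% = acetylcholine EC80 with DMSO and 100% = DMSO without agonist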
Target sequence (P08173 whole entry, looked up): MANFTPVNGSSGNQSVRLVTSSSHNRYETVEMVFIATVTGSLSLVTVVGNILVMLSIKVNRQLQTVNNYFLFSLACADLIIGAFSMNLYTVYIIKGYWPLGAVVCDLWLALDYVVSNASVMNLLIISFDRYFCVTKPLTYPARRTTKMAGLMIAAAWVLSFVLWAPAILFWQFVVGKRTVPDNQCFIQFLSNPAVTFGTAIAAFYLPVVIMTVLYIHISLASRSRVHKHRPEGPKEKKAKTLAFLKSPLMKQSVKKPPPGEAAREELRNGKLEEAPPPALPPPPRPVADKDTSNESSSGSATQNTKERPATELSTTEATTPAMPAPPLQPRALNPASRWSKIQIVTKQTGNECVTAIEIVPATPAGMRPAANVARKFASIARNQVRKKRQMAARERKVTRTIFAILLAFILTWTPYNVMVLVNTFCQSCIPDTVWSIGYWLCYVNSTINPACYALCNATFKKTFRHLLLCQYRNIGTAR
M4 ag: human M4 muscarinic receptor agonists, primary screen, CHO-K1 cells, Fluo-8 calcium fluorescence; Muscarinic acetylcholine receptor M4 (Homo sapiens), P08173; CHO-K1 hM4/Gqi5; vehicle 0%, full acetylcholine response 100%; activation, % at 3 µM; 0.14% of 360,000 active;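 active = activation above the run mean over all test wells plus 3 SD, cut at about 32% in these data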;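 also: peak over basal fluorescence ratio per well then scaled between controls; 0% = DMSO wells and 100% = acetylcholine at EC100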
M1 ag parental: counter-screen for M1 agonists: effect in parental CHO-K1 cells. Fluo-8 calcium fluorescence; scaled to maximal ATP response, vehicle zero. activation, % at 3 µM. 0.48% of 360,000 active; in the data active = activation above about 15%;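 also: untransfected CHO-K1 host cells lacking M1 receptor as counterscreen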
M1 ag: human M1 muscarinic receptor agonists, primary screen, Fluo-8 calcium fluorescence, CHO-K1 cells, HTS. activation, % at 3 µM. 0.33% of 360,000 active. CHO-K1 hM1, agonist mode; 0% DMSO, 100% acetylcholine EC100. Muscarinic acetylcholine receptor M1 (Homo sapiens), P11229;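 active = activation above the run's mean compound activation plus 3 SD, cut at about 16% in these data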;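 also: peak over basal fluorescence ratio within a 140 s kinetic read after compound addition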
* hit, by the source's call; / = not tested or not shown; & = joins results of further samples.

nr | molecule | CHRM1 antagonist | CHO-K1 Ca antag | M1 PAM | CHO parental Ca | OXTR potentiate
1 | COc1nc(-c2ccc(C)cc2)ccc1-c1noc(-c2cccnc2)n1 | 4 | -5 | -2 | -18 | -4
2 | Cc1ccc(C(=O)Cc2nnc(C)s2)cc1 | -2 | -3 | 5 | -11 | -6
3 | Cc1noc(C)c1-c1ccc(C(=O)NCCC(F)(F)F)c2occc12 | -5 | -2 | 4 | / | /
4 | Cc1nc(NC(=O)CN2CC(C)OC(C)C2)sc1C(=O)N(C)C (stereo unspecified) | -6 | -5 | 5 | 4 | 3
5 | CSc1cc(-c2ccc(Cl)cc2)c(C(=O)NN)s1 | -2 | -1 | 4 | -9 | 3
6 | CC(CNC(=O)CN(C)CC(=O)Nc1ccccc1Br)c1ccccc1 (stereo unspecified) | 21 | 8 | -6 | / | /
7 | COc1cc(NC(=O)c2sc3ncn(CC(=O)N4CCCC(C)C4)c(=O)c3c2C)cc(OC)c1OC (stereo unspecified) | -6 | -15 | 1 | -37 | -6
8 | COc1cccc(Oc2coc3c(CN4CCOCC4)c(O)ccc3c2=O)c1 | 21 | 28* | -4 | 2 | -4
9 | Cc1c(C(=O)C(=O)N2c3ccc(F)cc3CCC2C)c2ccccc2n1C (stereo unspecified) | -4 | -6 | 5 | -16 | -16
10 | COCCSc1nnc(NC(=O)Cc2ccccc2OC)s1 | -5 | -15 | 9 | -6 | -2
11 | COc1ccccc1Cc1c(-c2cccc(Br)c2)nc2c(C)cc(Br)cn12 | -13 | 1 | -4 | / | /
12 | CCOC(=O)N1CCC(n2c(SCC(=O)NCc3ccco3)nc3ccsc3c2=O)CC1 | 4 | -12 | -3 | -12 | -4

nr | CHRM4 antagonist | M4 ag | M1 ag parental | M1 ag
1 | 0 | 0 | -0.2 | -2
2 | 20 | 1 | 0.2 | -9
3 | -19 | 1 | 0.2 | -2
4 | 3 | 1 | 0.0 | -1
5 | 1 | 0 | 0.3 | -4
6 | -9 | 3 | 0.5 | -3
7 | -18 | 3 | 1.6 | -2
8 | 8 | 1 | -0.2 | -6
9 | -8 | 1 | 0.4 | -5
10 | 8 | 0 | 0.1 | -5
11 | -6 | -2 | -0.1 | -7
12 | -3 | 5 | 2.2 | -4

Next records:
nr | molecule | CHRM1 antagonist | CHO-K1 Ca antag | M1 PAM | CHO parental Ca | OXTR potentiate
13 | CCC(C)C(NC(=O)OC(C)(C)C)C(=O)NC(C(=O)NC(C)C(N)=O)C(C)C (stereo unspecified) | -3 | -5 | 4 | 12 | -11
14 | O=c1[nH]c(=O)c2[nH]c(=S)n(-c3ccccc3)c2[nH]1 | -11 | 1 | 12 | / | /
15 | Cc1ccc(N2CC(C(=O)Nc3cccc(C(=O)NC4CC4)c3)CC2=O)cc1 (stereo unspecified) | -15 | -9 | 13 | 6 | -7
16 | COCCn1c(SCC(=O)OC(C)C)nnc1-c1ccccc1 | -4 | -18 | 0 | -4 | -1
17 | COC(=O)C1=C(C)N=c2s/c(=C/c3cccs3)c(=O)n2C1c1ccc(F)cc1 (stereo unspecified) | 2 | 6 | 1 | -21 | -12
18 | Cc1ccc(CNC(=O)CCNC(=O)Cn2ccc3ccccc3c2=O)cc1 | -2 | -17 | 7 | 1 | -8
19 | COc1ccccc1C(=O)Nc1nc(-c2ccc3c(c2)OCCO3)cs1 | 5 | 4 | -4 | -11 | -7
20 | CCOc1ccc(NC(=O)NCCCn2c(C)nc3cc(C)c(C)cc32)cc1 | 46* | -10 | -21 | -34 | -17
21 | CCOc1cc(/C=N/NC(=O)CN2CCOCC2)ccc1OCc1ccc(Cl)cc1 | -23 | -6 | 0 | -19 | 1
22 | CCn1cc(C2=NC(C)CO2)c2ccccc21 (stereo unspecified) | -6 | -3 | 6 | -21 | -4
23 | COc1cccc2ccc(CC(O)(c3ccccc3)c3ccccc3)nc12 | -15 | -5 | 5 | / | /
24 | OCC1(CCc2ccccc2)CCN(C/C=C/c2ccccc2)CC1 | 25 | -12 | -24 | -17 | -12

nr | CHRM4 antagonist | M4 ag | M1 ag parental | M1 ag
13 | -3 | 1 | 0.5 | -1
14 | -10 | 0 | 0.0 | -2
15 | -2 | 1 | 0.1 | -1
16 | -22 | 1 | 0.5 | -1
17 | -4 | 1 | -0.3 | -2
18 | -3 | 1 | -0.1 | -3
19 | -1 | 6 | 1.4 | -3
20 | 8 | 3 | 1.0 | -3
21 | -3 | 3 | 1.2 | -2
22 | -9 | 2 | 0.3 | -8
23 | -6 | 1 | -0.3 | -7
24 | 6 | 8 | 21* | -8

The list continues.
nr | molecule | CHRM1 antagonist | CHO-K1 Ca antag | M1 PAM | CHO parental Ca | OXTR potentiate
25 | CCc1nnc(NC(=O)CN2CCN(Cc3cccc(OC)c3)CC2)s1 | -20 | 14 | 17 | 8 | 1
26 | CN(Cc1ccc(C(C)(C)C)cc1)C(=O)c1ccc2c(=O)n3c(nc2c1)CCC3 | 0 | -15 | 3 | -14 | -6
27 | COc1ccc(S(=O)(=O)N2CCC(C(=O)Nc3ccc4c(c3)OCCO4)CC2)cc1OC | -6 | 1 | 5 | -3 | -12
28 | COc1ccc(S(=O)(=O)Nc2ccc3c(c2)C(=O)N([C@@H](C)CO)C[C@H](C)[C@H](CN(C)CC2CC2)O3)cc1 | -5 | -17 | -3 | -17 | -3
29 | OCCSc1ncnc2c1oc1ccccc12 | -6 | 0 | 6 | -3 | -7
30 | O=C(Nc1ccc(N2CCN(C(=O)c3cccs3)CC2)cc1)c1cccnc1Cl | -8 | -3 | 13 | 4 | -16
31 | CCOc1ccccc1N1CCN(C(=O)c2c(-c3ccccc3Cl)noc2C)CC1 | -5 | -6 | 1 | -16 | -7
32 | O=C(NCc1cccs1)c1cc(-c2ccccc2)nn1CC1CC(c2cccc([N+](=O)[O-])c2)=NO1 (stereo unspecified) | 10 | -4 | -2 | -1 | -15
33 | CC1(C)CC(=O)C=C(c2ccc3ccccc3c2)C1 | -12 | -15 | 12 | -29 | -8
34 | O=C(O)C(CCCCNS(=O)(=O)c1ccc(F)cc1)NS(=O)(=O)c1ccc(F)cc1 (stereo unspecified) | 0&-3 | 7&2 | 8&6 | 1&-4 | -1&-11
35 | Cc1ccc(C(=O)Nc2cccc(C(=O)NCc3ccco3)c2)cc1 | -13 | 3 | 2 | -18 | -7
36 | CCOC(=O)N1CCN(C(=O)c2ccccc2N(Cc2ccccc2)S(=O)(=O)c2ccc(OC)cc2)CC1 | 0 | -8 | 2 | -24 | -14

nr | CHRM4 antagonist | M4 ag | M1 ag parental | M1 ag
25 | 2 | 2 | -0.1 | -6
26 | -17 | 11 | 2.0 | -5
27 | 0 | 1 | 0.2 | 0
28 | 4 | 1 | 0.3 | -11
29 | 7 | 2 | 0.4 | -2
30 | -10 | 3 | 0.8 | -7
31 | -4 | 3 | 5.0 | -3
32 | 4 | 10 | 1.7 | -3
33 | -11 | 2 | -0.8 | 0
34 | -11&-2 | 0&2 | -0.9&7.2 | 1&-6
35 | -3 | 4 | 0.9 | -3
36 | -7 | 3 | 1.0 | -8

Two compounds from above, reduced to M1 ag and CHO parental Ca.
nr	SMILES	M1 ag	CHO parental Ca
27	COc1ccc(S(=O)(=O)N2CCC(C(=O)Nc3ccc4c(c3)OCCO4)CC2)cc1OC	0	-3
28	COc1ccc(S(=O)(=O)Nc2ccc3c(c2)C(=O)N([C@@H](C)CO)C[C@H](C)[C@H](CN(C)CC2CC2)O3)cc1	-11	-17

Record cards, as listed above. Order of screens: CHRM1 antagonist | CHO-K1 Ca antag | M1 PAM | CHO parental Ca | OXTR potentiate | CHRM4 antagonist | M4 ag | M1 ag parental | M1 ag
CC1(C)CC(=O)C=C(c2ccc3ccccc3c2)C1 reads -12 | -15 | 12 | -29 | -8 | -11 | 2 | -0.8 | 0
CN(Cc1ccc(C(C)(C)C)cc1)C(=O)c1ccc2c(=O)n3c(nc2c1)CCC3 reads 0 | -15 | 3 | -14 | -6 | -17 | 11 | 2.0 | -5
OCCSc1ncnc2c1oc1ccccc12 reads -6 | 0 | 6 | -3 | -7 | 7 | 2 | 0.4 | -2
CCOC(=O)N1CCN(C(=O)c2ccccc2N(Cc2ccccc2)S(=O)(=O)c2ccc(OC)cc2)CC1 reads 0 | -8 | 2 | -24 | -14 | -7 | 3 | 1.0 | -8

Continuation:
nr | molecule | CHRM1 antagonist | CHO-K1 Ca antag | M1 PAM | CHO parental Ca | OXTR potentiate
37 | COc1cccc(NC(=O)CN(C)CC(=O)c2c(C)[nH]c3ccccc23)c1 | 11 | -8 | -3 | -9 | -11
38 | CC1(C(=O)NS(=O)(=O)c2ccccc2OC(F)(F)F)CCN1C(=O)Cc1ccccc1 (stereo unspecified) | -14 | -10 | 10 | / | /
39 | Cc1ccc(S(=O)(=O)N(C)C[C@@H]2Oc3ccc(NC(=O)CCC(F)(F)F)cc3CC(=O)N([C@@H](C)CO)C[C@@H]2C)cc1 | -4 | -12 | 2 | -17 | 4
40 | O=C(Nc1c2c(nn1-c1ccccc1)CS(=O)(=O)C2)c1ccc(Br)o1 | -11 | -9 | 5 | / | /
41 | Cc1cccc(N2CC(C(=O)OCC(=O)c3c(N)n(CC(C)C)c(=O)n(C)c3=O)CC2=O)c1C (stereo unspecified) | 8 | 11 | -6 | / | /
42 | Nc1cccc(-n2nncc2-c2ccccc2)c1 | 1 | 4 | 2 | -22 | -9
43 | Cc1ccc([N+](=O)[O-])cc1N(CC(=O)N1CCCCC1)S(C)(=O)=O | -8 | -7 | 8 | 0 | -14
44 | CCCC1S/C(=N/N=C/c2cccs2)NC1=O (stereo unspecified) | 0 | 6 | 1 | -2 | -10
45 | CC(C)CN1C(=O)c2ccc(NC(=O)c3cccs3)cc2C1=O | 2 | -12 | -7 | -1 | -9
46 | c1csc(Cc2nn3c(-c4n[nH]c5c4CCC5)nnc3s2)c1 | -29 | -11 | 2 | -17 | -8

nr | CHRM4 antagonist | M4 ag | M1 ag parental | M1 ag
37 | 8 | 15 | 9.5 | 1
38 | -3 | -1 | 0.0 | -2
39 | 18 | 0 | 0.5 | -14
40 | -9 | 0 | 0.6 | -1
41 | 1 | 20 | 9.0 | 0
42 | 16 | 1 | 0.5 | -3
43 | -4 | 0 | -0.1 | -6
44 | 6 | -1 | 6.1 | -2
45 | -13 | 10 | 6.6 | -1
46 | -10 | 0 | 0.7 | -5
